Screening results (PubChem)
PKM2 act – qHTS Assay for Activators of Human Muscle isoform 2 Pyruvate Kinase | Pyruvate kinase PKM (Homo sapiens), P14618 | hit rate 0.34% among 260,000 | purified PKM2, Kinase-Glo ATP luminescence, activation; response scale: 0% is enzyme alone, no compound | Potency, µM (series often up to 57.5 µM), for the others: at the top dose activation, usual class: activators; also: potency is read from the fitted curve at half-maximal effect; % is scaled to controls: 0 for no effect and ±100 for the full control effect; nearly all actives have a fitted effect of over 55% in size
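Kinase-Glo luminescence reports ATP generated from ADP (0.1 mM) and PEP (0.5 mM) by purified hPK-M2 after 1 h at room temperature, pH 7.2 imidazole buffer; intermediate enzyme activity allows detecting inhibitors and activators.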
Menin MLL FP TR – qHTS Assay for Inhibitors Targeting the Menin-MLL Interaction in MLL Related Leukemias: Competition With Texas Red Labeled MLL-derived Mutant Peptide. Menin + Texas Red MLL mutant peptide, fluorescence polarization. Potency, µM (doses to about 61.6 µM), without a hit: at the highest dose FP activity change, negative = inhibition, usual class: inhibitors. hit rate 0.23% among 270,000; active = well fitted inhibition curve with a large enough effect in the polarisation, with a control signal flat, not every such curve was filed as active; inconclusive = small, poorly fitted or top-dose-only effect, or effect the other way, or a change in a side signal; inactive = no such curve, though single readings can be large or run the other way; the % refers to the polarisation; also: potency is read from the fitted curve at half-maximal effect; % of control where 0% means no effect; many of its hits are not listed in these tables
B2AR arrestin – qHTS assay of beta-arrestin-biased ligands of beta2-adrenergic receptor | Beta-2 adrenergic receptor (Homo sapiens), P07550 | beta-arrestin recruitment to beta2AR, cell-based reporter | Potency, µM (titrated, usually from 46.1 µM), inactives show at the top dose activation, most hits filed as activators | hit rate 0.02% among 330,000 | AID 492947, 2010;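 also: potency is read from the fitted curve at half-maximal effect; 0% = DMSO controls and full agonism = EC100 isoproterenol or metaproterenol; nearly all actives have a fitted effect of over 65% in size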
Coupling enz – qHTS Assay for Inhibitors of Fructose-1,6-bisphosphate Aldolase from Giardia Lamblia: Coupling assay counterscreen | AID 2472, 2010 | hit rate 0.67% among 290,000 | activity change, negative = inhibition, % at 58.2 µM, hits read low | coupling enzyme system counterscreen, AmpLite Red fluorescence; in the data active = activity change below about -30%; also: % is scaled to controls: 0 for no effect and ±100 for the full control effect
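Fluorescence at 525 nm excitation and 598 nm emission measured inhibition of the coupled detection system without aldolase. Compounds (at 57.5 uM final) were preincubated 10 min at room temperature with coupling enzyme reagent before a 20 min substrate/AmpLite Red step.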
Integrin act MD – qHTS for Activators of Integrin-Mediated Alleviation for Muscular Dystrophy. Potency, µM (highest dose often 38.3 µM), for the others: at the highest dose activation, actives largely listed as activators. hit rate 0.064% among 350,000. alpha7betagal myoblasts, beta-gal FDG fluorescence, 48 h;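 also: potency is read from the fitted curve at half-maximal effect; 100% = response of the positive control SU9516; nearly all actives have a fitted effect of over 60% in size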
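alpha7betagal+/- myoblasts (passage 13, 250/well) treated 48 h at 37C with compounds at 1:260 dilution of DMSO stock. Lysed, then beta-galactosidase activity read as FDG fluorescence (ex 480/em 540) after 30 min, with pre-read for autofluorescence.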
PTAP TSG101 blk – qHTS Assay for Iinhibitors of HIV-1 Budding by Blocking the Interaction of PTAP/TSG101 | 340,000 tested, under 10 active | Potency, µM (series often up to 115 µM), inactives show at the top dose activity change, negative = inhibition, actives largely listed as inhibitors | AID 493005, 2010 | Fluorescence polarization, FITC-PTAP peptide / Tsg101 binding; active = well fitted inhibition curve with a large enough effect in the main read-out, with a control signal flat, not every such curve was filed as active; inconclusive = small, poorly fitted or top-dose-only effect, or effect the other way, or a change in a side signal; inactive = no such curve, though single readings can be large or run the other way; also: potency is read from the fitted curve at half-maximal effect; % of control where 0% means no effect
Target sequence (Q99816 whole entry, looked up): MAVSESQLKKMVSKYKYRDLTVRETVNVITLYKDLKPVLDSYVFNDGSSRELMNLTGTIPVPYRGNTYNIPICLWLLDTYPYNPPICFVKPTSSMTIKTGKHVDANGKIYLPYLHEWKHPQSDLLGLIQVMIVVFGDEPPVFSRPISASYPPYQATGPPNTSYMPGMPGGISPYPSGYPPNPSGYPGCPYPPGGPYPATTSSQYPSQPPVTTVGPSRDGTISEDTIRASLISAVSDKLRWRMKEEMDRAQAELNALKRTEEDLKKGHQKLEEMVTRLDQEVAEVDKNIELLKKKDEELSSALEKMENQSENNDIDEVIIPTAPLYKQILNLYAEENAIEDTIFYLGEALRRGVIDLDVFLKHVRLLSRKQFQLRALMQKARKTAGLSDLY
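FP read-out: FITC-PTAP peptide, 50 nM final, binding Tsg101 binding domain, 10 uM final; 20 min, r.t.; 10 mM HEPES pH 7.5, 0.15 M NaCl, 0.01% Tween 20, 3 mM EDTA, 0.1 mM TCEP.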
ASM inhibitor – Inhibitors of Secretory Acid Sphingomyelinase (S-ASM): qHTS | Sphingomyelin phosphodiesterase (Homo sapiens), P17405 | placental ASM, HMU-PC fluorogenic substrate, 60 min | Potency, µM (titrated, usually from 57.5 µM), without a hit: at the top dose activity change, negative = inhibition, most hits filed as inhibitors | hit rate 0.006% among 340,000; also: potency is read from the fitted curve at half-maximal effect
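Human placenta-derived ASM enzyme was preincubated with compound for 10 minutes at room temperature, then given fluorogenic substrate HMU-PC0 (9 uM final) for 60 minutes at 37 °C; a pH 10 stop preceded fluorescence reading at Ex 386/Em 447 nm.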
Giardia kill – Small Molecules that selectively kill Giardia lamblia: qHTS. Giardia lamblia trophozoite viability. activity change, % at 7.66 µM, hits read low. AID 540267, 2011. hit rate 0.15% among 340,000; in the data active = activity change below about -80%; inconclusive = between about -30% and that limit;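 also: parasites exposed to compound for two days anaerobically before the ATP read; % is scaled to controls: 0 for no effect and ±100 for the full control effect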
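Viability, read as ATP luminescence: trophozoites at 100 cells/well, compound added, 48 hrs anaerobic at 37 deg C, then 15-30 min room-temperature development before reading.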
GALK inhibitor – qHTS Assay for Inhibitors of Human Galactokinase (GALK). Potency, µM (titrated, usually from 57.5 µM), without a hit: top-dose activity change, negative = inhibition, actives largely listed as inhibitors. Purified GALK, Kinase-Glo residual ATP luminescence. P51570. hit rate 0.007% among 270,000. AID 1868, 2009; also: potency is read from the fitted curve at half-maximal effect; % is scaled to controls: 0 for no effect and ±100 for the full control effect
Target sequence (P51570 whole entry, looked up): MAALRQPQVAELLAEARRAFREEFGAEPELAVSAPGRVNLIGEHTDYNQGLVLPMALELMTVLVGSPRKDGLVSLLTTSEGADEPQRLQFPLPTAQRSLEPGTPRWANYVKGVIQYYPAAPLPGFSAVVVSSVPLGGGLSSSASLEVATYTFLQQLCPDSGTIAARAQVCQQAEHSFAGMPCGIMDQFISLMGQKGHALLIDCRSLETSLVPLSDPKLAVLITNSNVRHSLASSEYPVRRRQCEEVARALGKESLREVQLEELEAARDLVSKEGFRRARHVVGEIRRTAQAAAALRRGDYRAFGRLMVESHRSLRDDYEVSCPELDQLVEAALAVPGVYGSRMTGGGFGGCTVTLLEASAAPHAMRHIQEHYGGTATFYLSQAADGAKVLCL
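Kinase-Glo Plus luminescence measured ATP left after a 1 h room-temperature reaction. The reaction used 5 nM GALK, 100 uM galactose and 35 uM ATP at pH 8.0 (20 mM HEPES, 5 mM MgCl2, 60 mM NaCl, 1 mM DTT, 0.01% BSA).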
Tb PFK inh – qHTS Assay to Find Inhibitors of T. brucei phosphofructokinase; ATP-dependent 6-phosphofructokinase (Trypanosoma brucei brucei), O15648; T. brucei PFK, ADP-Glo luminescence; Potency, µM (highest dose often 57.5 µM), without a hit: top-dose activity, negative = inhibition, most hits filed as inhibitors; hit rate 0.17% among 330,000;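 also: potency is read from the fitted curve at half-maximal effect; 0% = uninhibited 1x PFK enzyme wells and -100% = no-enzyme wells; nearly all actives have a fitted effect of over 60% in size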
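Activity is normalized to no-enzyme wells (full inhibition) and 1.25 nM enzyme wells (no inhibition). Reaction: 0.5 mM F6P, 0.1 mM ATP, 45 min RT, ADP-Glo luminescence; concentration-response curves fitted and classed by quality.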
Chronic BCR inh – qHTS Assay to Find Inhibitors of Chronic Active B-Cell Receptor Signaling; ABC-DLBCL IkBa-CBG/CBR reporter, luminescence ratio, 4 h; Potency, µM (top dose mostly 46.1 µM), for the others: at the top dose ratio change, negative = lower green/red ratio, most hits filed as inhibitors; hit rate 0.05% among 340,000; AID 493014, 2011; active = well fitted inhibition curve with a large enough effect in the signal ratio, with a control signal flat, not every such curve was filed as active; inconclusive = small, poorly fitted or top-dose-only effect, or effect the other way, or a change in a side signal; the % refers to the signal ratio;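 also: potency is read from the fitted curve at half-maximal effect; plate controls were basal doxycycline-induced cells for no effect and cells given 10 µM MG132 for full effect; MG132 reads +100%, hits lower the ratio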
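TMD8 human ABC-DLBCL cells with doxycycline-inducible IκBα–green luciferase fusion and unfused red luciferase, in 0.5% FBS medium; compounds up to 46 uM, 4 h at 37C. Green/red luminescence ratio, filter-overlap corrected, fitted to concentration-response curves.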
The depositor's hits bear a star; ? = inconclusive; · = no result given; [ ] = dose if it differs, or a comment. Unless noted, calls follow the shape of the dose curve; as a rule, active = well fitted curve in the direction sought with a large enough effect; inconclusive = small, poorly fitted or top-dose-only effect, or another doubt; inactive = no such curve, though single readings can be large; an effect the other way counts as inactive or inconclusive. Only part of the results is shown. The share of hits here may be higher or lower than overall.

SMILES	PKM2 act	Menin MLL FP TR	B2AR arrestin	Coupling enz	Integrin act MD	PTAP TSG101 blk	ASM inhibitor	Giardia kill	GALK inhibitor	Tb PFK inh	Chronic BCR inh
COc1ccccc1-n1cnnc1SCC(=O)Nc1nc(C)c(Cl)cc1Cl	2%	-7%	-1.1%	-2	5%	0%	-2%	-11	-2%	-1%	?
CCC12CN3CCN(CC(C3)/C1=N\NC(=O)c1ccc(Cl)cc1)C2	-3%	6%	-0.1%	-1	-18%	0%	4%	-26	-1%	-3%	?
N=C(N)SCc1ccc(O)c([N+](=O)[O-])c1	-3%	·	-1.1%	0	9%	1%	-3%	-19	0%	1%	0%
COc1ccc(OC)c2sc(NC(=O)c3ccc(S(=O)(=O)N(C)C)cc3)nc12	7%	5%	-1.6%	-1	-7%	6%	-1%	-27	1%	-6%	?
Cc1ccc(/C=N/NC(=S)NC2CCS(=O)(=O)C2)cc1 (stereo unspecified)	18%	-20%	-0.1%	-1	4%	-11%	0%	9	0%	-2%	1%
O=C(CCN1C(=O)/C(=C/c2ccc(F)cc2)SC1=S)Nc1cc([N+](=O)[O-])ccc1O	·	?	-0.7%	1	5%	-2%	-8%	7	·	3%	?
CC1CCC2(CC1)NC(=O)N(CC(=O)N1CCN(C(=O)c3cccs3)CC1)C2=O (stereo unspecified)	·	·	0.4%	·	8%	-3%	-3%	45[activator]	·	1%	-1%
CCC(C)NC(=O)CN(c1ccc2c(c1)OCO2)S(=O)(=O)c1c(C)n[nH]c1C (stereo unspecified)	0%	-1%[11.7 µM]	11%	-2	8%	2%	0%	-7	1%	2%	0%
COc1ccc(N2CCN(Cc3cc(=O)c(OCC(=O)Nc4ccccc4)co3)CC2)cc1	·	·	0.1%	·	15%	0%	-2%	-18	·	-6%	-1%
O=C(CN1C(=O)NC2(CCOc3ccccc32)C1=O)c1ccc(Cl)s1 (stereo unspecified)	·	·	-0.3%	·	-39%	-2%	-7%	17	·	0%	-3%
O=C(COC(=O)c1ccccc1O)NCC1COc2ccccc2O1 (stereo unspecified)	·	·	0.1%	·	-1%	-2%	0%	-14	·	-9%	4%
CC(Sc1ccccc1)C(=O)N1CCN(S(=O)(=O)c2ccccc2F)CC1 (stereo unspecified)	7%	·	0.2%	·	14%	·	-1%	-8	-2%	2%	0%
COc1cc(CO)cc(Br)c1OCC(=O)O	8%	9%	0.3%	1	11%	-1%	5%	5	3%	1%	-1%
CCCc1nc2oc3c(NCc4ccccn4)ncnc3c2c2c1COC(C)(C)C2	-2%	-7%	0.1%	-1	-3%	-4%	0%	4	2%	2%	4%
CCc1ccc(NC(=O)NCC2CCN(c3ccc(OC)cc3)C2)cc1 (stereo unspecified)	4%	·	-0.2%	-4	2%	-1%	-7%	-8	-2%	3%	3%
CCOc1ccc(/C=N/NC(=O)c2ccoc2C)cc1OC	-29%	-13%	0.2%	-2	-13%	-1%	8%	-13	15%	-5%	?
CC(=O)Nc1ccc(S(=O)(=O)Nc2ccccc2C(=O)N2CCCCCC2)cc1	-5%	1%	3.3%	1	-9%	-2%	0%	5	-2%	4%	-1%
Cc1cc(C)cc(C(=O)N2CCN=C2SCc2ccc([N+](=O)[O-])cc2)c1	-1%	27%	0.0%	0	15%	-2%	0%	?	-4%	4%	-1%
COc1cc2ccccc2cc1C(=O)N1CC(C)CC(C)C1 (stereo unspecified)	-8%	·	-0.6%	·	-28%	-8%	1%	?	-3%	1%	0%
CN(C(=O)COC(=O)COc1ccc2c(c1)CCC2)c1c(N)n(Cc2ccccc2)c(=O)[nH]c1=O	·	·	-0.1%	·	-12%	0%	-3%	22	·	-18%	-3%
CCOC(=O)C1(Cc2cccc(OC)c2)CCCN(C(=O)c2cc(C)oc2C)C1 (stereo unspecified)	·	·	0.5%	·	-21%	0%	-1%	12	-4%	-6%	2%
CCCCN(C(=O)CN1C(=O)C2CCCCC2C1=O)c1c(N)n(CCCC)c(=O)[nH]c1=O (stereo unspecified)	·	·	-0.3%	·	-11%	-6%	-1%	-20	·	-6%	-7%
Cc1ccc(S(=O)(=O)N2CCn3cccc3C2C)cc1 (stereo unspecified)	·	·	0.1%	·	-4%	-3%	7%	11	·	-3%	1%
CC(C)c1ccc(NC(=O)CCNC(=O)N2CC(=O)Nc3ccccc32)cc1	·	·	0.0%	·	18%	-2%	-1%	18	-10%	-2%	4%
CC(C)CN(CC(C)C)C(=O)CN1C(=O)NC2(CCCc3ccccc32)C1=O (stereo unspecified)	·	-11%	-0.1%	1	-14%	-2%	-2%	2	·	-1%	8%
Fc1ccccc1/C=N/Nc1nc(N2CCCCC2)nc(N2CCCCC2)n1	1%	-5%	-1.1%	-1	14%	-4%	-1%	5	-3%	-3%	0%
N#C/C(=N\Nc1cccc(Cl)c1)C(=O)c1ccccc1	-5%	?	0.0%	-3	14%	-6%	-10%	-10	-8%	0%	?
CC[C@@H](C)[C@H](NC(=O)Cc1c(C)c2c(cc(C)c3c(C)coc32)oc1=O)C(=O)O	·	-14%	-0.6%	2	5%	-3%	59%[activator]	?	-2%	11%	-1%
CCNC(=O)OCC12CC3CC(CC(C3)C1)C2	-5%	2%	0.1%	-1	8%	0%	6%	-14	2%	0%	8%
O=C(CSc1nc2c(cnn2-c2ccc(F)cc2)c(=O)[nH]1)N1CCCc2ccccc21	4%	-3%	-0.1%	7	-14%	-9%	-25%	-23	1%	1%	4%
CCc1sc2nc(SCC(=O)Nc3cc(C)on3)n(-c3cccc(OC)c3)c(=O)c2c1C	0%	?	0.0%	2	-39%	1%	4%	-9	·	-2%	-2%
COC(=O)C1=C(C)N(c2ccc(OC)c(OC)c2)C(=O)C1	8%	-19%	3.3%	-3	-18%	-9%	-1%	-5	-2%	-7%	?
CCOc1ccccc1NC(=O)C(=O)/C=C(\O)c1cc(OC)ccc1OC	0%	?	-0.2%	-1	-26%	-1%	-3%	10	0%	-25%	?
O=C(NCC1CCCO1)c1ccc(-c2ccccc2Cl)o1 (stereo unspecified)	·	·	0.2%	·	26%	0%	-3%	-2	·	8%	?
Cc1nc(N2CCCCC2)sc1C(=O)c1cccc([N+](=O)[O-])c1	-35%	-5%	-0.5%	-3	-23%	-2%	-3%	-19	1%	5%	0%
Cc1ccc(CNC(=O)Cn2cnc(C(=O)Nc3ccc(C)c(C)c3)n2)o1	·	·	-0.3%	·	-5%	-2%	-5%	-23	·	-5%	-2%
CC(=O)N1C(C)c2ccccc2C(C)(C)CC12CCCCC2 (stereo unspecified)	-1%	-2%	0.3%	9	0%	2%	0%	8	0%	-8%	5%
COc1ccc(Nc2cc(C)c3c(O)cccc3n2)cc1	-8%	·	-0.5%	-30*	?	-1%	65%	-21	-2%	-7%	0%
CCOC(=O)NC(=S)Nc1cccc(NC(=S)NC(=O)OCC)c1	-1%	-2%	0.0%	-3	-6%	0%	2%	-23	-2%	-4%	-15%
N#CCC(=N)N1CCN(c2ccc(F)cc2)CC1	3%	29%	-0.3%	-2	-11%	-2%	8%	8	-2%	-12%	6%
Cc1ccc(/C=N/n2c(C)nc3ccccc3c2=O)o1	1%	1%	-0.4%	-4	9%	-1%	-5%	-8	13%	-1%	15%
CN(C(=O)COC(=O)c1ccc(F)c(S(=O)(=O)N2CCOCC2)c1)C1CCS(=O)(=O)C1 (stereo unspecified)	·	·	0.0%	·	4%	-2%	-2%	3	·	9%	0%
Cc1ccccc1-c1nnn(CC(=O)NC(=O)NC2CCCC2)n1	·	·	-0.1%	·	-3%	-3%	-1%	-13	·	0%	?
Cc1ccccc1-n1c(SCC(=O)NCc2cccs2)nnc1-c1ccncc1	14%	-4%	0.1%	-3	13%	-3%	-1%	6	-2%	-4%	5%
Cc1ccccc1/C=C\c1nc(O)c([N+](=O)[O-])c(=O)[nH]1	·	31%[activator]	-0.9%	1	-3%	-7%	-3%	4	-11%	19%	1%
